NCI-60 one-dose screen, 48 h, at 10 µM unless noted. Numbers give growth in % (100 = growth as untreated, 0 = no growth, -100 = all killed).
OVCAR-8: OVCAR-8 ovarian cancer | 81,000 compounds, 4.4% hits
SF-295: SF-295 CNS cancer cells. 79,000 compounds, 5.6% hits
SK-OV-3: SK-OV-3 ovarian cancer cells; 80,000 compounds, 3.2% hits; AID 1794785
PC-3: PC-3 prostate cancer cells | 80,000 compounds, 3.9% hits
DU-145: DU-145 prostate cancer; 81,000 compounds, 4.2% hits; AID 1794760
OVCAR-5: OVCAR-5 ovarian cancer; 82,000 compounds, 2.9% hits; AID 1794783
OVCAR-4: OVCAR-4 ovarian cancer cells. 80,000 compounds, 3.7% hits
U251: U251 CNS tumor cells; AID 1794753; 80,000 compounds, 5.4% hits
OVCAR-3: OVCAR-3 ovarian cancer. 79,000 compounds, 7% hits
The depositor's hits bear a star; . = no result given; & = joins results of further samples. The calls were made as follows: active = growth percent below 10; inactive = the rest.

The first 2 records (preview)
SMILES | OVCAR-8 | SF-295 | SK-OV-3 | PC-3 | DU-145 | OVCAR-5 | OVCAR-4 | U251 | OVCAR-3
COc1ccc(C2CC(=O)Nc3c2cnn3C)cc1 (stereo not given) | 105 | 101 | 130 | 105 | 111 | 106 | 104 | 101 | 110
O=C(OCC1OC(n2cnc3c(Cl)ncnc32)C(OC(=O)c2ccccc2)C1OC(=O)c1ccccc1)c1ccccc1 (stereo not given) | 112 | 101 | 110 | 105 | 55 | 105 | 94 | 110 | 100

The listing, previewed entries included:
SMILES | OVCAR-8 | SF-295 | SK-OV-3 | PC-3 | DU-145 | OVCAR-5 | OVCAR-4 | U251 | OVCAR-3
COc1ccc(C2CC(=O)Nc3c2cnn3C)cc1 (stereo not given) | 105 | 101 | 130 | 105 | 111 | 106 | 104 | 101 | 110
O=C(OCC1OC(n2cnc3c(Cl)ncnc32)C(OC(=O)c2ccccc2)C1OC(=O)c1ccccc1)c1ccccc1 (stereo not given) | 112 | 101 | 110 | 105 | 55 | 105 | 94 | 110 | 100
COc1c(B(O)O)cc(F)cc1-c1nc2ccc3[nH]ncc3c2c2c1COCC2 | 52 | 77 | 83 | 83 | 74 | 90 | 102 | 45 | 64
O=C(COc1cccc(/C=C2\Oc3ccccc3C2=O)c1)c1ccc([N+](=O)[O-])cc1 | 97 | 197 | 121 | 87 | 111 | 97 | 97 | 94 | 89
O=C(Nc1ccc(CN2CCc3nc4cc(O)c(O)cc4cc32)cc1)Nc1ccc(Cl)c(C(F)(F)F)c1 | 96 | 96 | 96 | 92 | 118 | 93 | 105 | 95 | 104
O=C(/C=C/c1c(C(F)(F)F)nc2sccn12)c1cccs1 | 109 | 68 | 91 | 81 | 98 | 83 | 83 | 94 | 97
N#Cc1c(NC(=O)Nc2cc(C(F)(F)F)cc(C(F)(F)F)c2)sc2c1CCCC2 | 85 | 90 | 111 | 71 | 102 | 108 | 83 | 87 | 67
O=C(/C=C/c1ccc([N+](=O)[O-])o1)NNC(=O)c1cc2ccccc2cc1O | 8.2* | 55 | 33 | 38 | 12 | 46 | 29 | 17 | -32*
C/C(=N/NC(N)=S)C(=O)O | 71 | . | 107 | 73 | 102 | 91 | 85 | 74 | 77
Cc1cc(=O)n2n1-c1ccc(Cl)cc1NC(=O)C2 | 97 | 98 | 109 | 90 | 111 | 103 | 99 | 95 | 108
O=C(O)C1(C(=O)O)CCCC1 | 104 | 111 | 110 | 99 | 102 | 111 | 101 | 93 | 103
O=C1CS/C(=N\N=C(c2ccccc2)c2ccccc2)N1 | 90 | 102 | 101 | 91 | 105 | 104 | 106 | 93 | 100
CC1=CC(C)=Nc2ccccc2N1 | 103 | 105 | 102 | 89 | 109 | 103 | 103 | 101 | 107
O=C(CC(C[N+](=O)[O-])c1ccccc1)c1ccc(O)cc1 (stereo not given) | 100 | 90 | 114 | 93 | 106 | 101 | 105 | 97 | 108
CCNCCCC(C)Nc1cc(OC)cc2cccnc12 (stereo not given) | 90 | 105 | 87 | 89 | 109 | 88 | 89 | 90 | 87
CCOC(=O)CCCCCCCCC(C)Br (stereo not given) | 98 | 114 | 102 | 97 | 100 | 106 | 104 | 90 | 89
C=C1C(=O)OC2CC1C(OC(C)=O)C/C(C)=C/CC/C(C)=C\CCC2(C)O (stereo not given) | . | 106 | 102 | 18 | -5.0* | 66 | -0.6* | 33 | 3.4*
c1ccc2c(c1)ccc1c2nc2c3cc4ccccc4n3c3ccccc3n12 | 104 | 99 | 94 | 90 | 109 | 105 | 106 | 106 | 106
CCc1cc(-c2cc(CC)[nH]n2)n[nH]1 | 100 | 94 | 91 | 104 | 106 | 92 | 97 | 108 | 110
COc1ccc(-n2nc(C(=O)NN)cc2-c2ccc(Br)cc2)cc1 | 87 | 99 | 90 | 72 | 104 | 97 | 81 | 94 | 86
COC(=O)[C@H](CC(C)C)NC(=O)NC(=O)NC(=O)CI | 73 | 89 | 92 | 78 | 109 | 87 | 59 | 91 | -74*
CNc1ccccc1C(N)=O | 103 | 95 | 107 | 116 | 107 | 117 | 109 | 93 | 114
O=C(O)c1ccc2c(c1)C(=O)N(c1ccc(Oc3ccc(N4C(=O)c5ccc(C(=O)O)cc5C4=O)cc3)cc1)C2=O | 106 | 100 | 107 | 98 | 115 | 99 | 101 | 105 | 111
CNc1ccc(NC)c2c1C(=O)c1ccccc1C2=O | 71 | 66 | 67 | 84 | 93 | 101 | 68 | 87 | 95
Oc1c(-c2nnc(-c3ccccc3)o2)sc2nnc(-c3ccccc3)c(-c3ccccc3)c12 | 67 | 43 | 83 | . | 106 | 106 | . | . | 72

Arranged by number of heavy atoms (smallest number first): part of the list above.
SMILES | OVCAR-8 | SF-295 | SK-OV-3 | PC-3 | DU-145 | OVCAR-5 | OVCAR-4 | U251 | OVCAR-3
CNc1ccccc1C(N)=O | 103 | 95 | 107 | 116 | 107 | 117 | 109 | 93 | 114
CNc1ccc(NC)c2c1C(=O)c1ccccc1C2=O | 71 | 66 | 67 | 84 | 93 | 101 | 68 | 87 | 95
CCNCCCC(C)Nc1cc(OC)cc2cccnc12 (stereo not given) | 90 | 105 | 87 | 89 | 109 | 88 | 89 | 90 | 87
COc1ccc(-n2nc(C(=O)NN)cc2-c2ccc(Br)cc2)cc1 | 87 | 99 | 90 | 72 | 104 | 97 | 81 | 94 | 86
c1ccc2c(c1)ccc1c2nc2c3cc4ccccc4n3c3ccccc3n12 | 104 | 99 | 94 | 90 | 109 | 105 | 106 | 106 | 106
O=C(O)c1ccc2c(c1)C(=O)N(c1ccc(Oc3ccc(N4C(=O)c5ccc(C(=O)O)cc5C4=O)cc3)cc1)C2=O | 106 | 100 | 107 | 98 | 115 | 99 | 101 | 105 | 111
O=C(OCC1OC(n2cnc3c(Cl)ncnc32)C(OC(=O)c2ccccc2)C1OC(=O)c1ccccc1)c1ccccc1 (stereo not given) | 112 | 101 | 110 | 105 | 55 | 105 | 94 | 110 | 100

(continued)
SMILES | OVCAR-8 | SF-295 | SK-OV-3 | PC-3 | DU-145 | OVCAR-5 | OVCAR-4 | U251 | OVCAR-3
COC(CC(F)F)c1ccc2ccccc2c1 (stereo not given) | 101 | 101 | 108 | 97 | 112 | 94 | . | 99 | 108
CCCCN(C(=O)c1ccc2c(c1)NC(=O)CS2)c1ccccc1 | 91 | 93 | 108 | 98 | 102 | 98 | 101 | 103 | 98
Cc1cc(Cc2cc(C)c(N)cc2N)c(N)cc1N | 90 | 104 | 82 | 85 | 105 | 116 | 111 | 89 | 95
CCC1([N+](=O)[O-])COC(c2ccccc2)OC1 (stereo not given) | 109 | 95 | 111 | 88 | 98 | 96 | 92 | 96 | 100
COc1cccc(N2CCN(c3ncnc4[nH]ccc34)CC2)c1 | 101 | 92 | 121 | 101 | 99 | 93 | 101 | 89 | 102
N/C(=N\c1nc(=O)c2ccccc2c(=O)[nH]1)N1CCCCC1 | 99 | 98 | 104 | 101 | 104 | 99 | 97 | 96 | 108
Fc1ccc(-c2cc3nc(C(Cl)Cl)nc(-c4ccc(F)cc4)n3n2)cc1 | 12 | 8.0* | -29* | 17 | -18* | -14* | -9.5* | -40* | -32*
COc1ccc(-c2nc(SCc3nc4cc(Cl)c(Cl)cc4[nH]3)[nH]c(=O)c2C#N)cc1 | 104 | 111 | 93 | 95 | 100 | 87 | 96 | 99 | 99
CC(O)COc1ccc(C2CCCCC2)cc1 (stereo not given) | 102&94 | 104&102 | 110&111 | 103&99 | 102&99 | 102&103 | 102&108 | 88&94 | 108&102
CCC(=O)c1ccc(OCCN(CC)CC)cc1 | 109 | 99 | 104 | 99 | 103 | . | 100 | 106 | 106
CCCOc1ccc2nc(CC)cc(Nc3ccc(OC)cc3OC)c2c1 | 96 | 93 | 107 | 82 | 105 | 95 | 99 | 86 | .
CS(=O)(=O)c1ccccc1N | 99 | 100 | 103 | 96 | 114 | 102 | . | 94 | 115
O=C(CCCCCOc1ccc(NC(=O)Nc2ccc(Cl)cc2)cc1)NO | 97 | 106 | 92 | 102 | 109 | 106 | 122 | 96 | 99
COc1ccc(-n2c(SCC(=O)NNS(=O)(=O)c3ccccc3)nc3cc(OC)c(OC)cc3c2=O)cc1 | 102 | 118 | 32 | 100 | 110 | 102 | 113 | 113 | 117
CCOC(=O)c1c2c(cn1Cc1ccccc1)-c1oncc1CC2 | 85 | 98 | 109 | 97 | 107 | 88 | 104 | 73 | 103
CS(=O)(=O)c1ccc(Cl)c([N+](=O)[O-])c1 | 107 | 102 | 104 | 78 | 34 | 108 | 111 | 109 | 9.6*
COC(=O)CSc1ccc2nsnc2n1 | 99 | 101 | 101 | 93 | 108 | 86 | 101 | 97 | 102
CN(C)c1cccc2c(S(=O)(=O)Nc3cccc(-c4csc(NC(=O)CCCCCN)n4)c3)cccc12 | 90 | 101 | 102 | 87 | 112 | 103 | 98 | 90 | 109
COc1ccc(C2=NN(C(=O)c3cc(OC)c(OC)c(OC)c3)C(c3ccc(N(C)C)cc3)C2)cc1 (stereo not given) | 29 | 1.0* | 35 | 21 | 11 | 65 | 35 | 16 | 5.0*
Cc1cc(=O)oc2cc(OCCCCOc3ccc(/C=C/C(=O)Nc4ccccc4N)cc3)ccc12 | 85 | 63 | 92 | 61 | 66 | 85 | 73 | 60 | 65
CN1CCN(c2ccc(/C=C/C(=O)c3ccc(O)cc3)cc2)CC1 | 96 | 95 | 105 | 93 | 93 | 98 | 89 | 87 | 106
COCCOC(=O)C1=C(C)NC(C)=C(C(=O)OC)C1c1cccc(C#N)c1 (stereo not given) | 105 | 111 | 120 | 95 | 109 | 110 | 107 | 99 | 108
CCOC(=O)C(CC(CO)(C(C)=O)C(=O)OCC)C(C)=O (stereo not given) | 98 | 102 | 97 | 97 | 111 | 101 | 104 | 101 | 111
Cc1c(Cl)cc(Cl)c(N)c1Cl | 104 | 102 | 101 | 92 | 121 | 107 | 108 | 99 | 112
COc1ccc(OC)c2c1[nH]c(=O)c1c3cccnc3cn21 | 37 | 47 | 81 | 78 | 74 | . | . | 68 | 87
The list continues:
SMILES | OVCAR-8 | SF-295 | SK-OV-3 | PC-3 | DU-145 | OVCAR-5 | OVCAR-4 | U251 | OVCAR-3
COc1cc2c3c(c(=O)oc2cc1OS(=O)(=O)c1ccccc1)CCCCC3 | 89 | 86 | 106 | 28 | 92 | 84 | 88 | 85 | 92
CCOC(=O)c1ccccc1C(C(=O)NC1CCCCC1)N(C)Cc1ccccc1 (stereo not given) | 91 | 101 | 102 | 75 | 107 | 98 | 92 | 73 | 96
CC(=O)NS(=O)(=O)c1ccc(NCCc2c(C)nc3scc(-c4ccc(C)cc4)n3c2=O)cc1 | 103 | 82 | 106 | 73 | 115 | 102 | 85 | 93 | 99
O=C(c1cccs1)c1sccc1Cc1ccccc1 | 104 | 111 | 110 | 94 | 112 | 93 | 102 | 106 | 116
CN1CCN(CCNC(=O)Nc2ncccc2OCc2cccc(F)c2)CC1 | 98 | 100 | 98 | 90 | 88 | 97 | 94 | 100 | 90
CCN(CC)c1ccc(/C=N/NC(=O)CSc2nc3ccccc3c(=O)n2CCc2ccc(S(N)(=O)=O)cc2)c(O)c1 | 8.5* | 39 | 41 | 45 | 31 | 48 | 20 | 32 | 1.9*
CC(=O)Cc1cccnc1 | 97 | 99 | 114 | 94 | 110 | 109 | 108 | 99 | 116
COP(=O)(OC)C(c1ccccc1)(c1ccccc1)c1ccccc1 | 95 | 60 | 108 | 75 | 112 | 101 | 93 | 88 | 87
CCOC(CN1CCCC1)OCC | 100 | 129 | 107 | 121 | 104 | 107 | . | 100 | 105
O=C1CCN(c2ccccc2)N1Cn1nnc2ccccc21 | 93 | 89 | 102 | 104 | 119 | 93 | 102 | 108 | 112
Cc1[nH]c2ccccc2c1C=O | 105 | 100 | 105 | 104 | 109 | 105 | 98 | 108 | 104
O=C(c1ccccc1)c1ccc(-c2ccc(O)cc2)cc1 | 83 | 30 | 93 | 77 | 70 | 108 | 46 | 37 | 86
